# From PubChem BioAssay
# TDP1 cell noCPT – qHTS for Inhibitors of human tyrosyl-DNA phosphodiesterase 1 (TDP1): qHTS in cells in absence of CPT; actives 15% (n = 420,000); Potency, µM (series often up to 46.2 µM), for the others: at the highest dose activity change, negative = growth inhibition, usual class: inhibitors; DT40 Tdp1-/- hTDP1 cells, no CPT, ATP luminescence, 48 h; note: nearly all actives have a fitted effect of over 55% in size
#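 Compound effects on proliferation are scored in DT40 Tdp1-/-;hTDP1 cells in the absence of CPT. ATP levels (CellTiter-Glo luminescence) are recorded after a ≥48 hr, 37 °C incubation.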
# TDP1 block – qHTS Assay for Inhibitors of Tyrosyl-DNA Phosphodiesterase (TDP1); Potency, µM (series often up to 130 µM), inactives show at the highest dose activity change, negative = inhibition, usual class: inhibitors; recombinant TDP1, AlphaScreen DNA substrate cleavage; actives 0.28% (n = 350,000); Tyrosyl-DNA phosphodiesterase 1 (Homo sapiens), Q9NUW8; note: nearly all actives have a fitted effect of over 40% in size
# Target sequence (Q9NUW8 whole entry, looked up): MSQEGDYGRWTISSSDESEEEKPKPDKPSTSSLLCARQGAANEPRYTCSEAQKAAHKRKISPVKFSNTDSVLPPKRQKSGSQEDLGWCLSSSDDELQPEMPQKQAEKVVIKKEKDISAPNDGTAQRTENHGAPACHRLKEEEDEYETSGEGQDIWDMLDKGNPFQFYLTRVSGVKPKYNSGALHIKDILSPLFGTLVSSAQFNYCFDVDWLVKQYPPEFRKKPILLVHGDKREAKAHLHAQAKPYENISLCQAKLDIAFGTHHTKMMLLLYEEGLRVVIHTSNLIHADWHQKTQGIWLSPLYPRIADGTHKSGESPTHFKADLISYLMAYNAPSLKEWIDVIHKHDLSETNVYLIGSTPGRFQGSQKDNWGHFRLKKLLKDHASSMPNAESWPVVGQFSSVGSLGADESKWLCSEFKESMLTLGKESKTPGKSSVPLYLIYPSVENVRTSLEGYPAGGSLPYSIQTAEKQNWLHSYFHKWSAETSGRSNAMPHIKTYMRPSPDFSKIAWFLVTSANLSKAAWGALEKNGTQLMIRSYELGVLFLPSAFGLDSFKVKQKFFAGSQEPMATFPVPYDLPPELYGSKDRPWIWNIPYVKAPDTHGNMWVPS
#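 Steps: enzyme plus compound, 15 min RT; add biotin/phosphotyrosine-FITC oligonucleotide (15 nM final), react 5 min; add donor/acceptor beads (10 ug/ml final), 10 min; read AlphaScreen. Tdp1 at 1 nM final.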
# TDP1 cell CPT – qHTS for Inhibitors of human tyrosyl-DNA phosphodiesterase 1 (TDP1): qHTS in cells in presence of CPT; chicken DT40 Tdp1-/-;hTDP1 cells + 20 nM CPT, ATP luminescence, 48 h; Potency, µM (doses to about 46.2 µM), without a hit: top-dose activity change, negative = growth inhibition, actives largely listed as inhibitors; actives 12% (n = 420,000); note: nearly all actives have a fitted effect of over 55% in size
#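 Chicken DT40 Tdp1-/- cells stably complemented with human TDP1 were seeded at 400 cells/well in medium containing 20 nM camptothecin, exposed to pin-transferred compounds, and grown at 37 °C for at least 48 hr. Viability was read as ATP luminescence.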
# The depositor's hits bear a star; u = inconclusive; x = no result given; & = joins results of further samples; ! = repeats disagree; [ ] = remark or other dose. Calls come from the whole dose curve; as a rule, active = well fitted curve in the direction sought with a large enough effect; inconclusive = small, poorly fitted or top-dose-only effect, or another doubt; inactive = no such curve, though single readings can be large; an effect the other way counts as inactive or inconclusive. % is set by controls: 0 for no effect and ±100 for the full control effect; potency is the fitted concentration of half-maximal effect. The list is partial, so the mix of outcomes need not match the whole.
SMILES,TDP1 cell noCPT,TDP1 block,TDP1 cell CPT
CNC(=S)N(C)CCc1cc2c(c(OC)c1/C=C1/C(=O)NC(=O)N(C)C1=O)OCO2,6%,-5%,-4%
Cc1cc(C)c(C)c(C(O)(C(=O)O)c2ccccc2)c1C (stereo unspecified),2%,x,-2%
Cc1cc(C)c2c(c1)NP(=S)(c1ccccc1)N2 (stereo unspecified),-29%,x,-20%
CCOC(=O)[C@]12Cc3cc(OC)ccc3[C@H]1N(C1CCCCC1)C(=O)c1ccccc12,2.3µM*,x,2.1µM*
O=C(c1ccccc1[N+](=O)[O-])N1CCC2(CC1)OCCO2,-2%,x,-11%
O=C(N[C@H]1CP(=O)(Oc2ccccc2)O[C@H](COCc2ccccc2)[C@H]1O)C(Cl)(Cl)Cl (stereo partly specified),-26%,x,-4%
N[C@@H](Cc1c[nH]c2ccccc12)c1nnc(SCc2ccccc2)o1,-21%,12%,-11%
CCCC[N+]12C3CC(C(CC)[C@H]1O)[C@@H]1C(O)C4(C[C@@H]12)c1ccccc1N(C)C34 (stereo partly specified),-10%[9.04 µM],12%,u
COC(=O)C1=C(c2ccc(S(C)(=O)=O)cc2)C[C@@H]2CC[C@H]1N2C,1%,0%,2%
C[C@H]1CNCCc2ccc(Cl)cc21,-12%,x,-3%
O=P(Oc1ccccc1)(Oc1ccccc1)C(Nc1ccccc1)c1ccccc1 (stereo unspecified),16µM*,0%,u
CC(C)CC12CN3CCN(CC(C3)C1O)C2 (stereo unspecified),-10%,5%,-12%
Cc1c(C(=O)NCc2ccc(Cl)c(Cl)c2)sc(=O)n1Cc1ccc(S(=O)(=O)N(C)C)cc1,15µM*,x,8.2µM*
CC1CN1P(=O)(Oc1ccc2ccccc2c1)N1CC1C (stereo unspecified),u,x,u
O=C(CNC(=O)c1ccc(Br)cc1)Nc1ccc(Br)cc1C(=O)c1ccccc1,u,3%,u
CN(C)Cc1ccccc1OC(=O)N(C)C,4%,-2%,3%
COCCCn1c(N)c(C(=O)OC(C)COC)c2nc3ccccc3nc21 (stereo unspecified),-17%,7%,-8%
CCCCn1c(=O)c(C(=O)Nc2cnccn2)c(O)c2ccccc21,5.2µM*,-2%,2.9µM*
CCOC(=O)CCCCCNC(=O)c1c(O)[nH]c(=O)[nH]c1=O,3%,x,-1%
FC(F)(F)c1ccc(NC2=NCCCS2)cc1,-23%,x,-18%
O=C1NCN(c2ccccc2)C12CCN(C(CCc1ccccc1)c1nnnn1-c1ccc3c(c1)OCCO3)CC2 (stereo unspecified),-113%,x,u
O=C(O)CCC(=O)OC[C@@H](NC(=O)C(Cl)Cl)C(O)c1ccc([N+](=O)[O-])cc1 (stereo partly specified),u,6%,u
O=c1ccc2cc3ccoc3c(O)c2o1,7%,3%,1%
Cc1ccc(NC(=O)Nc2ccc3nc(N4CCN(C)CC4)cc(C)c3c2)cc1F,4.1µM*,0%,5.2µM*
CC(C)NC1C2CCC(CC2)C1(O)c1ccc(Cl)c(Cl)c1 (stereo unspecified),u,x,u

# Some entries already given with just TDP1 cell CPT:
compound,TDP1 cell CPT
Cc1cc(C)c2c(c1)NP(=S)(c1ccccc1)N2 (stereo unspecified),-20%
CCOC(=O)[C@]12Cc3cc(OC)ccc3[C@H]1N(C1CCCCC1)C(=O)c1ccccc12,2.1µM*

# Next records.
SMILES,TDP1 cell noCPT,TDP1 block,TDP1 cell CPT
CC1CCC(NCCc2ccc3c(c2)OCO3)CC1 (stereo unspecified),u,-8%,u
Cc1ccc(Oc2cc(NN3CCCCC3)c([N+](=O)[O-])cc2[N+](=O)[O-])c([N+](=O)[O-])c1,u,x,u
COC(=O)c1c(OCc2cccnc2)cc(=O)n2c1CCN(Cc1cc3c(cc1Cl)OCO3)CC2,18µM*,x,u
CC(=O)Nc1ccccc1C(=O)OCc1ccccc1F,-8%,-6%,-3%
Cc1ccc2cc(C=C(C#N)C#N)c(Cl)nc2c1,2.9µM*,3%,2.1µM*
Nc1cc(N2CCNCC2)c([N+](=O)[O-])cc1Cl,-11%,5%,1%
CN1C2CNC(=O)CC1C1CCC2C1 (stereo unspecified),0%,x,-3%
O=C1NC(=O)C(=Cc2ccccc2[N+](=O)[O-])C(=O)N1,16µM*,x,15µM*
COc1ccc(N2C(=O)/C(=C/c3ccc(C)o3)C(=O)NC2=S)c(OC)c1,u,x,21µM*
CC(C)(O)C1O[C@H]2CC[C@@]3(C)[C@@](O)(CC[C@H]4Cc5c([nH]c6ccccc56)[C@@]43C)C2=CC1=O (stereo partly specified),24µM*,17%&18%&21%,21µM*
C=CCOC(=O)C1=C(C)OC(N)=C(C#N)C12C(=O)N(CN1CCOCC1)c1ccccc12 (stereo unspecified),2%,0%,-21%
CCN(CC)Cc1c[nH]c2ccccc12,16µM*,11%,10µM*
CC(Nc1cc(C)cc(C)c1)=[N+](C)CCNS(=O)(=O)c1ccc(Cl)cc1,-19%,0%,13µM*
COc1cc2c(ccc3c4cc(OC)c(OC)cc4c[n+](C)c23)cc1O,1.2µM*,x,1.3µM*
Cc1ccc(N2Cc3ccccc3C2=N)cc1[N+](=O)[O-],-6%,4%,8%
COc1ccc(C2C(C(=O)N3CCC4(CC3)OCCO4)CC(=O)N2c2ccc(OC)cc2)cc1 (stereo unspecified),-1%,5%,-1%
O=c1c2ccccc2sn1-c1ccc(Cl)cc1,1.8µM*,x,2.1µM*
O=C(Nc1ccccc1)N1CC[C@@]2(CCCNC2)C1,4%,x,-14%
CCOC(C[n+]1c(-c2ccccc2)cc(C)cc1-c1ccccc1)OCC,0.52µM*,0%,1.6µM*
O=C(O)CP(=O)(O)c1ccc(Cl)cc1,0%,1%,-11%
CCCc1nnc(NC(=O)CCC(=O)N2CCN(Cc3ccc(OC)c(F)c3)CC2)s1,u,0%,u
CCn1cc(CN2CCCC(C(=O)c3cccc(OC)c3)C2)c(C)n1 (stereo unspecified),-27%,4%,-21%
COCCCN1CCN(c2nnc3n2-c2sc(Br)cc2C(c2ccccc2Cl)=NC3)CC1,u,0%,u
COc1ccc(-c2nc3ccccc3c(=O)n2-c2cccnc2)cc1,-20%,0%,u
CC(=O)O[C@@H]1/C=C/[C@](C)(O)C[C@@H](C)C/C=C/[C@H]2[C@H](O)C(C)=C(C)[C@H]3[C@H](Cc4ccccc4)NC(=O)[C@@]123,0.58µM*,x,0.58µM*
# Remaining list, next part:
SMILES,TDP1 cell noCPT,TDP1 block,TDP1 cell CPT
NCCCCN=C(N)N,6.7µM*!,8%[56.1 µM],8.4µM*!
O=c1c2ccccc2nc(CBr)n1-c1ccc(Cl)cc1,-22%,x,-28%
C[C@]12CCC(=O)C=C1CC[C@@H]1[C@@H]2C(=O)C[C@]2(C)C(=O)CC[C@@H]12,0%,3%,-7%
CCCNS(=O)(=O)c1ccc(OCC(=O)N2CCN(Cc3ccccc3)CC2)cc1,u,3%,-12%
CCn1c(=O)n(CC)c2cc([N+](=O)[O-])c(N3CCNCC3)cc21,1%,8%,8%
CC(C)CN1CC2(CCN(C(=O)Oc3ccccc3)CC2)C1,3%,x,8%
COCc1cc(OC(=O)N(C)C)nc(-c2ccccc2)n1,-30%,1%,3%
C=CCn1c(O)c(/C(C)=N/N2CCCCC2)c(=O)[nH]c1=O,-15%,1%,18%
CN1C2CCC1CC(OC(=O)c1ccc(Cl)cc1)C2 (stereo unspecified),u,-12%,u
Cc1cc(C)n2c(Br)c(CN3CC4CC(C3)c3cccc(=O)n3C4)nc2n1 (stereo unspecified),9%,-14%,-2%
CN(C)CC/C=C1/c2ccccc2Sc2ccc(Cl)cc21,29µM*!,17%&3%,u
NC1(c2ccccc2)CCCCC1,u,x,-21%[92.5 µM]
O=C(c1ccco1)c1cn(Cc2ccccc2Cl)c2ccccc12,u,5%,18µM*
CC(=Nc1c(C)n(C)n(-c2ccccc2)c1=O)c1c(O)n(Cc2ccccc2)c(=O)[nH]c1=O,-16%,9%,-17%
COc1ccc(-n2c(/C=C3/C(=O)Nc4ccccc43)nc3ccccc3c2=O)cc1,u,2%,-25%
COc1cc(-c2ccc(N)c(OC)c2)ccc1N,-3%,8%&18%,1%
CCOC(=O)C(C#N)=C(c1ccccc1)c1ccccc1,u,4%,u
NC[C@H](CP(=O)(O)O)c1ccc(Cl)cc1,1%,11%[56.1 µM],19%
CNC(=O)c1cccn(Cc2cccc(C(F)(F)F)c2)c1=O,u,0%,-8%
C[C@@H]1CC2(CCCC[N+]2(C)C)C[C@H]1C,-15%,0%,2%
CCN(CC)P(=O)(NC(=O)c1cccn1C)N(CC)CC,-9%,-3%,-6%
CC[C@H](Oc1ccc(Cl)cc1)C(=O)OC1C[C@H]2CC[C@@H](C1)N2C (stereo partly specified),u,9%[56.1 µM],u
CCCC12CN3CCN(CC(C3)/C1=N\NC(=O)c1ccncc1)C2,-33%,3%,-17%
COc1ccc(CC2C(=O)NC(=O)NC2=O)c(OC)c1,-2%,0%,-18%
CCN(C(=O)COC(=O)Cc1ccccc1)c1c(N)n(Cc2ccccc2)c(=O)[nH]c1=O,1%,1%,13%
# The results go on:
SMILES,TDP1 cell noCPT,TDP1 block,TDP1 cell CPT
CCOc1ccccc1N1C(=O)CC(=O)NC1=O,3%,1%,-7%
CCOC(=O)C1(c2ccccc2)CCN(CCC(=O)Nc2ccccc2OC)CC1,12µM*,x,21µM*
O=c1c2ccccc2nc(/C=C/c2ccc(O)cc2)n1-c1ccccc1O,u,6%,u
CN(Cc1cccc(-c2ccncc2)c1)C(=O)Oc1ccccc1Cl,u,x,u
CC/C(=N\Nc1cccc2ccccc12)c1c(O)[nH]c(=O)[nH]c1=O,5.8µM*,11%,5.2µM*
CC(C)(C)c1ccc(C(=O)C2CCCN(Cc3ccon3)C2)cc1 (stereo unspecified),u,x,u
O=c1cccc2n1CC1CNCC2C1 (stereo unspecified),1%&2%&1%,7%&5%,4%&0%&2%
CC[C@@H]([C@H](C)O)n1ncn(-c2ccc(N3CCN(c4ccc(OC[C@@H]5CO[C@@](Cn6cncn6)(c6ccc(F)cc6F)C5)cc4)CC3)cc2)c1=O,u,x,-7%
CCc1nccc2c1[nH]c1ccccc12,u,x,-27%
COc1cc(OC)c2c(c1)O[C@@H](c1ccc(OC)c(OC)c1)[C@H](O)C2,-10%,x,-13%
CN(C)CCC=C1c2ccccc2CCc2ccccc21,27µM*!,1%,24µM*!
Cc1cc(OC(C)C(=O)NCC(O)c2ccccc2)c2c3c(c(=O)oc2c1)CCCC3 (stereo unspecified),u,6%,u
CCOc1ccc(N2C(=O)NC(=O)/C(=C\c3ccc(N4CCOCC4)cc3C)C2=O)cc1,u,2%,-12%
Cc1cccc(-n2c(/C=C/c3cccc4ccccc34)nc3ccccc3c2=O)c1,6.5µM*,3%,9.2µM*

# Entries above that contain an aryl methoxy group (13):
SMILES,TDP1 cell noCPT,TDP1 block,TDP1 cell CPT
CNC(=S)N(C)CCc1cc2c(c(OC)c1/C=C1/C(=O)NC(=O)N(C)C1=O)OCO2,6%,-5%,-4%
CCOC(=O)[C@]12Cc3cc(OC)ccc3[C@H]1N(C1CCCCC1)C(=O)c1ccccc12,2.3µM*,x,2.1µM*
COc1ccc(N2C(=O)/C(=C/c3ccc(C)o3)C(=O)NC2=S)c(OC)c1,u,x,21µM*
COc1cc2c(ccc3c4cc(OC)c(OC)cc4c[n+](C)c23)cc1O,1.2µM*,x,1.3µM*
COc1ccc(C2C(C(=O)N3CCC4(CC3)OCCO4)CC(=O)N2c2ccc(OC)cc2)cc1 (stereo unspecified),-1%,5%,-1%
CCCc1nnc(NC(=O)CCC(=O)N2CCN(Cc3ccc(OC)c(F)c3)CC2)s1,u,0%,u
CCn1cc(CN2CCCC(C(=O)c3cccc(OC)c3)C2)c(C)n1 (stereo unspecified),-27%,4%,-21%
COc1ccc(-c2nc3ccccc3c(=O)n2-c2cccnc2)cc1,-20%,0%,u
COc1ccc(-n2c(/C=C3/C(=O)Nc4ccccc43)nc3ccccc3c2=O)cc1,u,2%,-25%
COc1cc(-c2ccc(N)c(OC)c2)ccc1N,-3%,8%&18%,1%
COc1ccc(CC2C(=O)NC(=O)NC2=O)c(OC)c1,-2%,0%,-18%
CCOC(=O)C1(c2ccccc2)CCN(CCC(=O)Nc2ccccc2OC)CC1,12µM*,x,21µM*
COc1cc(OC)c2c(c1)O[C@@H](c1ccc(OC)c(OC)c1)[C@H](O)C2,-10%,x,-13%
